High-throughput results: PubChem BioAssay, The Scripps Research Institute Molecular Screening Center
MITF inh: inhibitors of human MITF; O75030; AlphaScreen MITF homodimerization, bead proximity signal; inhibition, % at 2.6 µM; actives 0.91% (n = 650,000); AID 1259374; in the data active = inhibition above about 50%;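 also: 0% = vehicle wells with protein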
Target sequence (O75030 whole entry, looked up): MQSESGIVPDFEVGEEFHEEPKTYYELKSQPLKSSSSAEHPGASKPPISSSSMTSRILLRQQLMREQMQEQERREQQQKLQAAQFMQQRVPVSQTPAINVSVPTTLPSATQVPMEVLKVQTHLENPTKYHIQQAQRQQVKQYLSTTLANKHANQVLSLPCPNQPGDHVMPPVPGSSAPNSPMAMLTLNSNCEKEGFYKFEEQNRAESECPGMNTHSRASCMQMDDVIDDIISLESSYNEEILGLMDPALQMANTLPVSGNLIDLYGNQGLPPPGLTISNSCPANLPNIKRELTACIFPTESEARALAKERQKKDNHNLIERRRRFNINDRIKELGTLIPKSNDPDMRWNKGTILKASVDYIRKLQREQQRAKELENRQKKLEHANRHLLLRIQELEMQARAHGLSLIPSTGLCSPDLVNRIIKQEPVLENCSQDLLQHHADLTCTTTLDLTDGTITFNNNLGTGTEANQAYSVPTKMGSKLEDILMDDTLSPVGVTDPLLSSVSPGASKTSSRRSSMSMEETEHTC
TEAD-YAP inh: TEAD-YAP interaction inhibition | HEK-TIYL cells, TEAD-Gal4/YAP UAS-luciferase luminescence | inhibition, % at 9.12 µM | actives 1.4% (n = 640,000); in the data active = inhibition above about 32%;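 also: 0% = median of test compound wells and 100% = reference inhibitor wells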
FBW7 act: activators of human E3 ligase FBW7 | AlphaScreen FBW7–phospho-cyclin E peptide binding, activator screen | actives 0.13% (n = 650,000) | Q969H0 | normalized activity (activation), % at 26.1 µM; in the data active = normalized activity above about 1.9%;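 also: purified mutant Fbw7 with reduced substrate affinity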
GPR151 ag: activates the human receptor GPR151; Q8TDV0; PathHunter beta-arrestin GPR151 cells, luminescence; activation, % at 11.2 µM; actives 1% (n = 650,000); AID 1508602; in the data active = activation above about 4.9%;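 also: 0% = median of compound wells and 100% = cells with positive control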
Target sequence (Q8TDV0 whole entry, looked up): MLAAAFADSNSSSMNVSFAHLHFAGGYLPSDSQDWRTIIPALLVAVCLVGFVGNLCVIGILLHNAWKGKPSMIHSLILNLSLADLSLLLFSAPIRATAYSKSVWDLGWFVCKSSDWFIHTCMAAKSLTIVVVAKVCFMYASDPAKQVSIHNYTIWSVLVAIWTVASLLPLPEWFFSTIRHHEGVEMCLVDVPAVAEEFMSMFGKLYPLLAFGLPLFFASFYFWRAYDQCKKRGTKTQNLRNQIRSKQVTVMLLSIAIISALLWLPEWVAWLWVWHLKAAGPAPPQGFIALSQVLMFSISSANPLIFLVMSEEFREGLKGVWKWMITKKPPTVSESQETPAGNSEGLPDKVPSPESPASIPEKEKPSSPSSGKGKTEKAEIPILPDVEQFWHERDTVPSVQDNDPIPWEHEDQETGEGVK
* marks the source's active call; other numbers are inactive results.

Screens in order – MITF inh	TEAD-YAP inh	FBW7 act	GPR151 ag
1. O=c1c(-c2ccccc2)nnc2c3ccccc3ncn12
→ -17.9	23.0	0.1	-9.8
2. CCOc1ccc(C(=O)NCC2CCCO2)cc1Cl (stereo not drawn)
→ 11.4	-12.3	0.5	-0.9
3. O=[N+]([O-])c1cc(Oc2cccnc2)cc(Sc2ccc(Cl)cc2)c1
→ 4.1	-10.8	-0.5	0.0
4. CC1CCCCN1CCCNC(=O)C1CCC(=O)N1C1CCCCC1 (stereo not drawn)
→ 20.1	-11.3	0.3	-0.4
5. O=C(c1ccc2c(=O)n(C3CCCCC3)c(=S)[nH]c2c1)N1CCc2ccccc2C1
→ 7.8	-12.4	-0.1	0.3
6. CC(C)N(C(=O)Cn1ncc2cccn2c1=O)C(C)C
→ 2.0	0.4	0.1	0.1
7. O=C(c1cnn2c(C(F)(F)F)cc(-c3ccc4c(c3)OCO4)nc12)N1CCN(Cc2ccccc2)CC1
→ 0.2	-19.7	-0.1	-0.6
8. COc1ccccc1NC(=O)C1=C(C)Nc2ncnn2C1c1cccc(OC)c1OC (stereo not drawn)
→ -1.7	1.7	-0.1	0.0
9. O=C1c2ccccc2C(=O)N1CC(=O)N1c2ccccc2CCc2ccccc21
→ 19.1	9.0	0.1	-1.6
10. CCOC(=O)c1c(NC(=O)C(C)Sc2nnc(CNC(=O)c3cccs3)n2CCc2ccccc2)sc2c1CCCCC2 (stereo not drawn)
→ -4.6	-8.2	0.1	-0.5
11. CCCn1c(SCC(=O)NC2CCCCC2C)nnc1-c1cccnc1 (stereo not drawn)
→ 0.6	3.4	0.0	0.1
12. COC(=O)c1ccccc1Oc1nnnn1-c1ccccc1
→ 8.6	9.6	0.1	1.5
13. Cc1ccc(C2(C)NC(=O)NC2=O)cc1 (stereo not drawn)
→ -8.5	-6.2	-0.1	-0.3
14. CCN(CC)C(=O)CSc1nnnn1-c1ccc(OC)cc1
→ -2.1	1.1	0.0	1.2
15. Cc1ccc(C(=O)NCC(=O)OCc2ccc(C(=O)OC(C)C)cc2)cc1
→ -5.0	7.0	0.0	0.8
16. CCN(CC)c1ncnc2c1c(-c1ccccc1)cn2-c1ccc(Cl)cc1
→ -7.3	4.6	-0.1	0.6
17. COc1ccc(OC)c(C2C(C(=O)NCc3ccccc3)=C(C)Nc3ncnn32)c1 (stereo not drawn)
→ 9.8	4.0	0.6	0.4
18. Cc1cc(O)c(S(=O)(=O)c2ccccc2)c(C)c1NS(=O)(=O)c1ccc(Cl)cc1
→ 7.7	-4.0	-0.1	-1.3
19. Cc1ccc2nc(=S)nc(-c3ccccc3)n2c1
→ -5.7	69.6*	-0.1	0.7
20. COc1ccccc1CN(C)C(=O)CSCC(=O)Nc1ccccc1F
→ 3.1	11.5	-0.1	-1.4
21. Cn1cnn(CN2CCN(Cn3ncn(C)c3=S)CC2)c1=S
→ 9.3	-7.5	-0.1	0.1
22. CC(C)CNC(=S)N(Cc1ccccc1)Cc1ccccc1
→ -1.1	-2.4	0.3	2.8
23. Cc1ccc(NC(=O)CN2CCN(c3ccccc3F)CC2)cc1F
→ 10.6	-16.1	0.2	-1.7
24. CCCN(CCC)S(=O)(=O)c1cc(C(=O)Nc2ccc(F)c(F)c2)ccc1F
→ -7.2	0.0	0.3	0.9
25. Cc1ccc(NC(=O)c2sc3ccccc3c2Cl)c([N+](=O)[O-])c1
→ -1.2	-8.3	0.2	0.1
26. COc1ccc2nc(N3CCC(O)CC3)c(C#N)cc2c1
→ -8.7	-3.1	-0.2	0.9
27. c1ccc(Cc2nc(NCc3ccc4c(c3)OCO4)c3c4c(sc3n2)CCCC4)cc1
→ -2.6	-15.0	0.0	-0.6
28. COC(=O)/C=C1\S/C(=N\N=C\c2ccc3c(c2)OCO3)NC1=O
→ -1.1	-2.5	-0.2	-1.0
29. C=CCN(c1ccccc1)S(=O)(=O)c1ccc2[nH]cc(C(=O)NC3CCCCCC3)c(=O)c2c1
→ 8.6	4.5	0.1	-0.6
30. C=Cc1ccc(Cn2c(C(=O)O)c(CNCc3ccccc3OC)c3ccccc32)cc1
→ 7.5	14.2	0.9	0.7
31. CC(=O)c1c(C)[nH]c(C(=O)Nc2ccc(F)c(F)c2F)c1C
→ -8.4	-13.3	-0.2	-1.3
32. CC1=C(C(=O)Nc2ccc(C)cc2)C(c2ccc(O)cc2)NC(=O)N1 (stereo not drawn)
→ 8.6	3.6	0.2	-0.4
33. CCOC(=O)C1CCCN(C(=O)Cc2c(C(=O)O)n(C)c3ccccc23)C1 (stereo not drawn)
→ -3.4	-0.3	0.0	0.6
34. CCOC(=O)c1c(NC(=O)CSc2nnc(CNC(=O)c3ccc(OC)cc3)n2-c2cccc(C)c2)sc2c1CCC2
→ -2.9	-5.4	0.1	0.9
35. Cc1ccc(Nc2nc(Cc3ccccc3)nc3sc4c(c23)CCCC4)cc1
→ 6.4	7.0	0.3	-1.3
36. CC1=C(C(=O)OC(C)C)C(c2ccc(C)cc2)C2=C(CC(c3ccccc3)CC2=O)N1 (stereo not drawn)
→ 8.2	10.9	0.5	1.8
37. Cc1ccc(Nc2nnc(-c3ccc(C)c(S(=O)(=O)NCC4CCCO4)c3)c3ccccc23)cc1 (stereo not drawn)
→ 3.3	6.9	0.0	4.2
38. CCOc1ccc(NC(=O)NC(C)c2cnn(CC)c2C)cc1 (stereo not drawn)
→ 0.3	0.2	0.0	2.2
39. CCCCC(=O)Nc1ccc(NC(=O)c2cc3ccccc3o2)cc1
→ 7.7	-17.7	0.1	-0.6
40. C=CCNC(=O)c1c(-c2ccccc2)nc2ccccn12
→ 17.7	-10.3	0.2	-0.7
41. Brc1ccc(-n2cc(-c3ccccc3)c3c(NC4CCCC4)ncnc32)cc1
→ -5.7	0.8	-0.2	-0.6
42. O=C1/C(=C\c2ccc(N3CCOCC3)o2)SC(=S)N1Cc1ccccc1
→ 21.0	2.0	-0.1	-1.1
43. CN(C)C(=O)NC(Nc1ccccc1I)C(Cl)(Cl)Cl (stereo not drawn)
→ 5.2	7.9	-0.1	0.9
44. O=C(c1nc2sccn2c1CN1CCc2sccc2C1)N1CCCCC1
→ 1.3	12.3	0.0	0.3
45. Cc1ccccc1Oc1nc2ccccn2c(=O)c1/C=C(\C#N)S(=O)(=O)c1ccccc1
→ -8.1	2.7	0.1	-0.2
46. COCCC(=O)NC(C)c1nnc2n1CCN(Cc1ccc(C(C)C)cc1)CC2 (stereo not drawn)
→ 27.2	2.2	0.1	-0.2
47. COc1ccc(/C=C2\N=C(c3cc(Br)ccc3OC)OC2=O)c(OC)c1
→ -16.3	-1.6	0.1	2.1
48. COc1ccc(C2CC(=O)C3=C(C2)NC(C)=C(C(=O)OCC(C)C)C3c2ccc(F)cc2)cc1 (stereo not drawn)
→ -16.5	14.8	0.3	1.1
49. c1cc2c(cc1-c1cnc3ccc(NCC4CC4)nn13)OCO2
→ -11.0	19.1	0.0	-0.6
50. O=C(Nc1nc2ccccc2[nH]1)C1=NN(c2ccccc2)C(=O)CC1
→ 26.6	-12.2	-0.1	-1.6

Next part:
Screens in order – MITF inh	TEAD-YAP inh	FBW7 act	GPR151 ag
51. CN(CC(=O)Nc1ccc(C#N)cc1)S(=O)(=O)c1ccccc1
→ 13.3	7.8	0.0	-0.6
52. O=[N+]([O-])c1cc(S(=O)(=O)N2CCCC2)ccc1NCCOCCO
→ 13.4	9.8	-0.1	-0.3
53. CC(C)CCn1c(=O)c2cccnc2n(CC(=O)Nc2ccccc2C(F)(F)F)c1=O
→ -0.4	-1.0	0.1	1.2
54. Cc1ccc(CN2CCOc3ccc(C(C)(O)CN(C)C)cc3C2)cc1 (stereo not drawn)
→ 22.2	11.9	0.6	-0.7
55. COc1ccccc1N1CCN(C2CCCN(C(=O)CCNC(C)=O)C2)CC1 (stereo not drawn)
→ 9.9	11.7	0.0	-1.1
56. Cc1ccc(/C=N/N(CCC(=O)NC(C)(C)C)C2=NS(=O)(=O)c3ccccc32)o1
→ 11.4	11.4	-0.1	0.1
57. CC(=O)n1c2ccccc2c2cc(Cl)ccc21
→ 18.9	-7.2	0.1	1.1
58. CCN(CC)c1ccc2cc(-c3nnc(NCc4ccccc4)s3)c(=O)oc2c1
→ 6.8	-14.9	0.1	1.1
59. C[C@@H](C(=O)N(C)C(c1ccccc1)c1ccccc1)N1C(=O)C2CC=CCC2C1=O (stereo partly drawn)
→ 1.4	-9.3	0.1	-0.4
60. O=C(Nc1ccccn1)c1cc([N+](=O)[O-])cc([N+](=O)[O-])c1
→ 11.3	10.2	0.2	1.6
61. O=C(CSc1nnnn1-c1ccccc1F)NNC(=O)c1ccco1
→ -3.5	1.1	0.2	-0.2
62. O=C(Nc1ccc(N2CCOCC2)cc1)c1ccc(-c2ccc(Cl)cc2)o1
→ 1.5	-3.8	0.0	0.3
63. CC(C)=CCN1CCN(Cc2ccc(C#CC(C)(C)O)cc2)CC1CCO (stereo not drawn)
→ 4.2	9.5	0.1	-1.4
64. CSc1nnc2c(n1)OC(c1ccc(Br)s1)N(C(C)=O)c1ccccc1-2 (stereo not drawn)
→ 7.7	4.5	0.0	1.2
65. O=C(c1ccc(Br)cc1)n1cnc2ccccc21
→ 0.6	6.3	0.1	0.5
66. Cc1ccc(NC(=O)c2sc3ncnc(N4CCOCC4)c3c2C)cc1
→ 6.3	8.1	0.1	1.6
67. Cc1ccc(-c2csc(=Nc3ccccc3)n2Cc2ccco2)cc1
→ -2.2	-11.3	-0.1	0.5
68. C=C(C)CN1C(=O)NC(CC)(C2CCN(C(=O)c3cc(C(C)C)[nH]n3)CC2)C1=O (stereo not drawn)
→ 0.2	10.6	0.3	1.0
69. O=C(Nc1ccc(F)cc1)c1ccc2c(=O)n(CCc3ccccc3)c(=S)[nH]c2c1
→ 1.9	-0.1	-0.1	0.0
70. CCOC(=O)c1cc(S(=O)(=O)N2CCN(c3cc(Cl)ccc3C)CC2)cn1C
→ -20.3	-3.5	-0.1	0.2
71. Cc1ccc(S(=O)(=O)Nc2nc3ccccc3nc2Nc2cccc(C)c2C)cc1
→ 1.8	3.6	0.0	-0.4
72. COc1ccc(-c2cc(C(F)(F)F)n3nc(C(=O)Nc4ccc(OC)c(Cl)c4)cc3n2)cc1
→ 6.5	-6.8	0.2	0.3
73. Cc1nccn1CCN(C)Cc1c(C(=O)N2C[C@@H](C)O[C@@H](C)C2)nc2sccn12
→ 1.4	10.4	0.4	1.3
74. CSc1nnc2c(n1)OC1(Nc3ccccc3-2)C(=O)Nc2ccccc21 (stereo not drawn)
→ 0.0	-0.4	0.0	0.7
75. COc1ccc2c(c1)cc(C)n2-c1ccccc1
→ 4.2	-52.0	-0.1	0.2
76. CC1=C(C(=O)Nc2ccccc2)C(c2ccc(Cl)cc2)N2C(=O)CSC2=N1 (stereo not drawn)
→ 6.5	3.6	0.3	0.4
77. Cc1ccc(C)c(N2CCN(C(=O)CCc3nc4ccccc4[nH]3)CC2)c1
→ 1.0	-1.7	-0.1	-1.1
78. CCc1ccc(NC(=O)c2ccc(-n3cnnn3)cc2)cc1
→ -5.2	-7.5	0.0	0.3
79. CN(C)CC(O)COc1ccc([N+](=O)[O-])cc1 (stereo not drawn)
→ 13.1	7.5	0.9	-0.8
80. O=C(NCc1cccs1)c1cc(=O)[nH]c2ccc(S(=O)(=O)N3CCCC3)cc12
→ 12.8	6.6	0.0	-0.9

Ordered by heavy-atom count (ascending): 4 of the compounds above
Screens in order – MITF inh	TEAD-YAP inh	FBW7 act	GPR151 ag
75. COc1ccc2c(c1)cc(C)n2-c1ccccc1
→ 4.2	-52.0	-0.1	0.2
78. CCc1ccc(NC(=O)c2ccc(-n3cnnn3)cc2)cc1
→ -5.2	-7.5	0.0	0.3
76. CC1=C(C(=O)Nc2ccccc2)C(c2ccc(Cl)cc2)N2C(=O)CSC2=N1 (stereo not drawn)
→ 6.5	3.6	0.3	0.4
71. Cc1ccc(S(=O)(=O)Nc2nc3ccccc3nc2Nc2cccc(C)c2C)cc1
→ 1.8	3.6	0.0	-0.4

Continuation.
Screens in order – MITF inh	TEAD-YAP inh	FBW7 act	GPR151 ag
81. CCOC(=O)c1sc2ncn(CC(=O)c3ccc(Cl)cc3)c(=O)c2c1C
→ 5.6	11.2	-0.1	0.7
82. COc1ccnc(N2CCC(NCC3CCCCC3)CC2)n1
→ 11.5	2.1	0.1	-0.6
83. COc1ccc(/C=N/NC(=O)c2cc(-c3ccc(C)o3)[nH]n2)cc1
→ 17.1	8.9	0.2	-0.6
84. COc1ccc(C)cc1-n1nnnc1SCC(=O)Nc1cc(C(N)=O)cc(C(N)=O)c1
→ 0.2	1.0	0.1	1.8
85. COc1cc(S(=O)(=O)N2CCC(N3CCCCC3)CC2)ccc1-n1cnnn1
→ 7.2	2.7	0.0	1.2
86. CCOC(=O)c1c(NC(=O)c2c(OC)cccc2OC)sc(C(C)=O)c1C
→ 1.2	1.5	0.0	1.5
87. COCCN1C(=O)c2ccccc2C(C(=O)N2CCC(C)CC2)C1c1c[nH]c2ccccc12 (stereo not drawn)
→ 4.7	4.2	0.0	-0.8
